# PTEN del growth: growth suppressors of cells with PTEN tumor suppressor deletion; HCT116 PTEN-null viability, CellTiter-Glo, 60 h; active compounds read low; viability, % at 10 µM; 1.2% of 140,000 active; AID 827;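 active = viability at or below a set limit, 4 SD under the median of all tested compounds, cut at about 3.7% in these data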;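 note: PTEN knockout HCT116 line with beta catenin targeted HCT116 as companion control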
# NPY Y2 blocker: NPY-Y2 (human) receptor antagonism; P49146; NPY-Y2 expressing cells, antagonist mode; inhibition, % at 2.7 µM; 0.99% of 140,000 active; AID 793; in the data active = inhibition above about 17%;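 note: 0% = vehicle with agonist challenge and 100% = reference antagonist with challenge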
# Target sequence (P49146 whole entry, looked up): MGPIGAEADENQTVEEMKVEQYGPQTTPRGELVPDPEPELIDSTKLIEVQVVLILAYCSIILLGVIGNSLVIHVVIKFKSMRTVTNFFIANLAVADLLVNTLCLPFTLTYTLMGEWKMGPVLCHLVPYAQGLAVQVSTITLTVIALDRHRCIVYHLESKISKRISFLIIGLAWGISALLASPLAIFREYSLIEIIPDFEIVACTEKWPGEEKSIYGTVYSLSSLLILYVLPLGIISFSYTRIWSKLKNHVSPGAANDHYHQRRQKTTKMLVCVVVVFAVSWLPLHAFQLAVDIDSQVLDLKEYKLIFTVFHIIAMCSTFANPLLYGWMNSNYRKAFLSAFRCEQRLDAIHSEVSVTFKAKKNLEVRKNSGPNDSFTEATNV
# E-sel TNF inh: blocks E-selectin expression induced by TNF alpha. HUVEC TNFa-induced E-selectin immunofluorescence, high content. inhibition, % at 2 µM. 0.71% of 120,000 active;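 active = inhibition above the batch mean plus 3 SD, and confirmed as a hit on visual image review, cut at about 43% in these data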;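 note: 0% = TNF-stimulated DMSO wells and 100% = unstimulated control wells; not every result past the cut was called active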
# GALR2 blocker: GALR2 (human) receptor antagonism; inhibition, % at 4 µM; 0.39% of 140,000 active; GALR2-expressing cells, antagonist mode; O43603; AID 828; in the data active = inhibition above about 27%;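 note: cells stimulated with galanin 1-16 at roughly its EC80; 0% = agonist challenge control and 100% = basal control without agonist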
# Target sequence (O43603 whole entry, looked up): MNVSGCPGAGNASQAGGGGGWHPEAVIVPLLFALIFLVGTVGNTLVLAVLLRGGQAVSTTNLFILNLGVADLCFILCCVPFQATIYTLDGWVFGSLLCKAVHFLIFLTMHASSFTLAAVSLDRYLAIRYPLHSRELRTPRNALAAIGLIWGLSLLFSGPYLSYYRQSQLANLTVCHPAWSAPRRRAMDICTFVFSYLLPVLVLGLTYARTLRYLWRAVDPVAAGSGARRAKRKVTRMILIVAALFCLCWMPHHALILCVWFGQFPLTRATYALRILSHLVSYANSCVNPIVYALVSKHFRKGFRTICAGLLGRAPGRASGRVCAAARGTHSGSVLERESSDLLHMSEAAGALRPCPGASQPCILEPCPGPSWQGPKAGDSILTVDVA
# MRP-1 activ: MRP-1 activation. H69AR cells + doxorubicin, viability rescue, CellTiter-Glo. viability increase, % at 10 µM. 0.61% of 140,000 active;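 active = viability gain under doxorubicin at or above a set limit, the compound median plus 3 SD, cut at about 4.7% in these data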;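 note: MRP-1 overexpressing cells given doxorubicin 25 µM after compound pretreatment; 18-22 h compound pretreatment then 72 h with doxorubicin before readout; 0% = doxorubicin-only wells and 100% = vehicle-treated cells without doxorubicin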
# bCat KO growth: beta-catenin-lacking colon tumor cell growth suppression; HCT116 beta-catenin knockout viability, CellTiter-Glo, 60 h; active compounds read low; 1.5% of 140,000 active; AID 818; viability, % at 10 µM;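 active = viability at or under a set limit, the compound median less 4 SD, cut at about 6% in these data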;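 note: 0% = Hyamine 1622 control at 20 µM and 100% = untreated cell control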
# Measles CPE: protection of cells from measles virus; Measles virus-infected cells, CPE protection, absorbance; protection (pct of control), % at 4 µM; 1.5% of 140,000 active; AID 841; in the data active = protection mostly above about 24%, no sharp cut-off; inactive = mostly below about 26%; note: some compounds called inactive have numbers as strong as hits
# Yeast growth inh: reduces growth of yeast BB579 in restrictive medium | S. cerevisiae BB579 growth, OD615, 48 h | 0.51% of 140,000 active | inhibition, % at 10 µM | AID 804;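 active = inhibition above a set limit, 3 SD over the mean compound inhibition, cut at about 44% in these data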; note: inactives centre near -24
#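 controls = amphotericin B 10 µg/mL, positive | assay system = DeaD yeast strain BB579 | schedule = 48 h compound exposure at 30 °C after 4 h preincubation | detection = OD615 turbidity measurement | medium = restrictive CSMM-D medium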
# Phagocyt inh: inhibitors of macrophage phagocytosis. J774A.1 macrophage IgG-bead phagocytosis, imaging. 0.07% of 110,000 active. AID 1029. inhibition, % at 5 µM;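 active = inhibition above the mean of the plate negative controls plus 5 SD, cut at about 13% in these data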;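 note: phagocytic index as fraction of beads internalized from green versus red external bead signal; plate controls were DMSO negative control for no effect and cytochalasin-D positive control for full effect; some results beyond the cut were filed as inactive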
# Yeast lifespan up: extends the lifespan of yeast; S. cerevisiae growth with nicotinamide, OD615; deaD strain in restrictive glucose medium; inhibition of the nicotinamide effect, % at 10 µM; 0.68% of 130,000 active; AID 775;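 active = inhibition above a set limit, placed 3 SD over the median of all compounds, cut at about 26% in these data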;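 note: 0% = nicotinamide-treated wells and 100% = cells grown without nicotinamide; some compounds called inactive have numbers as strong as hits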
#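 System: Modified budding yeast, DeaD strain | Buffer or medium: Restrictive glucose medium | Also added: 1.5 mM nicotinamide | Doses: 10 µM single point, 0.25% DMSO | Schedule: 48 h compound exposure at 30 °C, humidified | Detection: Absorbance at 615 nm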
# Active calls of the source: *; / = not tested or not shown.
Molecule	PTEN del growth	NPY Y2 blocker	E-sel TNF inh	GALR2 blocker	MRP-1 activ	bCat KO growth	Measles CPE	Yeast growth inh	Phagocyt inh	Yeast lifespan up
C/C(=C\C(=O)OCC(=O)NCc1ccccc1)C(=O)OCC(=O)NCc1ccccc1	85	3	/	0	-2.3	79	10	-46	2	-4
COc1cc(NC(=S)N2CCN(c3ccccn3)CC2)c(OC)cc1Cl	95	-1	/	1	-2.4	87	3	-16	-8	-6
Cc1ccc2c(c1)C(c1ccc(F)cc1)N(C(=O)c1cc3ccccc3oc1=O)CC(=O)N2 (stereo not given)	90	5	95*	-1	-2.4	94	7	-22	/	3
Cc1nc2oc3c(NCc4ccccc4)ncnc3c2c2c1COC(C)(C)C2	81	0	/	-5	-1.8	88	25	-21	-1	-17
Nc1ccc(-c2cnc(-c3ccc(N)cc3)nc2)cc1	94	1	/	-5	-1.4	100	69*	-50	/	-26
COC(=O)CN1C(=O)CC(C)(C)Sc2ccccc21	99	2	-12	2	-1.1	96	16	-25	/	2
COc1ccc(OCc2nnc(SCC(N)=O)n2N)cc1	97	-2	-13	-7	0.9	89	16	-37	0	0
CCCCn1nc2cc(C(=O)N(CC)c3ccc(OC)cc3)ccc2c1OCC	103	2	/	8	-0.4	95	19	-30	-1	-9
CCOC(=O)c1c(NC(=O)COC)sc(C(C)=O)c1C	93	2	-38	-3	-4.0	98	4	-3	0	-24
Brc1ccc(-c2nnc(-c3ccc4c(c3)OCO4)o2)o1	86	17	-8	-1	-0.2	86	5	-40	1	-10
CCOC(=O)c1sc2nc3n(c(=O)c2c1C)CCCCC3	77	2	/	-11	0.5	80	6	-41	0	-23
CC(C)C(=O)Nc1cccc(C(=O)Nc2ccccc2C(=O)O)c1	101	1	-1	-14	0.1	97	23	-20	0	4
Cc1ccc(NC(=S)N2CCOCC2)cc1	103	2	/	-7	-1.1	94	7	-10	1	1
CN1CCN(CCC(=O)Nc2ccc(OCc3ccccc3)cc2)CC1	82	5	-2	19	0.1	74	9	-35	-1	-10
CC(=O)NCCN=Cc1sc2ccccc2c1O	91	3	/	15	-0.8	83	12	8	/	-5
Cc1ccc2nc(-c3ccc(SCC(=O)Nc4ccc5c(c4)OCCO5)nc3)[nH]c2c1	61	5	6	9	-2.8	61	7	-39	-7	6
CC(=O)c1ccccc1OC(=O)c1ccco1	101	0	-19	-3	-0.4	93	0	-30	5	-20
CC(=O)c1c(C)[nH]c(C(=O)CSc2nnc3ccccn23)c1C	106	1	/	14	-0.5	101	3	-13	-4	9
O=C(CCSCCC(=O)N1CCCC1)N1CCCC1	100	4	-3	-4	-2.5	81	6	-25	6	-13
COc1ccc(C(=O)Nc2ccc(NC(=O)c3cccs3)cc2)cc1Cl	99	-1	/	15	-3.0	87	26	-17	-7	0
Cc1nn(C(=O)c2ccc3c(c2)OCO3)c(N)c1-c1ccccc1	96	5	/	6	-2.7	87	11	6	0	-14
CCC(Sc1ncnc2c1nnn2-c1ccc(F)cc1)C(=O)OC (stereo not given)	77	10	/	-22	-1.1	76	10	-37	0	-10
O=C(COc1ccc(Cl)cc1Cl)N(c1ccccn1)C1CCCCC1	66	6	/	-1	-2.7	67	14	-33	-11	7
CCC(CC)c1nnc(NC(=O)CS(=O)(=O)Cc2ccccc2)s1	95	3	-27	10	-1.0	105	17	-31	/	/
Cc1cc(OC(C)C)c2c(-c3ccccc3)cc(=O)oc2c1	91	8	14	6	-3.4	97	10	-13	-2	-11
COc1ccc(/C=N/NC(=O)c2[nH]nc3c2CCc2ccccc2-3)cc1OC	19	5	/	16	-0.2	19	3	-20	4	1
COc1ccc(NS(=O)(=O)c2cccc(NC(=O)CCS(=O)(=O)c3ccccc3)c2)cc1	84	1	/	8	-1.1	87	33	-25	-8	-2
Cc1cccc(-n2cnc(C(=O)N/N=C/c3ccccc3)c2)n1	99	1	8	2	-0.1	101	3	3	0	-6
OCc1cc(CO)c(O)c(CCc2ccccc2)n1	89	-1	9	-2	-1.7	93	0	15	0	-12
c1ccc(-c2nnc(N3CCOCC3)nc2-c2ccccc2)cc1	62	-1	/	5	-4.1	72	5	-48	0	-27
CCCCn1c(=O)[nH]c2nc3cc(N)ccc3nc2c1=O	79	0	37	3	-2.6	82	5	-16	-5	0
COCCn1c(C)cc(C(=O)COC(=O)CCN2C(=O)c3ccccc3C2=O)c1C	98	-1	20	0	-1.5	97	6	-63	-1	-15
O=C1c2ccccc2C(Nc2cccc(C(F)(F)F)c2)N1Cc1ccco1 (stereo not given)	65	11	/	-11	-1.9	64	24	-31	0	-4
CCN(CC)c1nc(C#N)nc(N(CC)CC)n1	83	4	5	14	-0.8	88	12	-28	7	18
O=C1CCCc2c1cc(C(=O)Nc1ccc(Cl)cn1)c(=O)n2-c1ccccc1	64	2	/	-9	-2.7	73	3	-44	-3	-7
COc1ccccc1C(c1nnnn1CS(=O)(=O)c1ccc(C)cc1)N1CCSCC1 (stereo not given)	82	3	22	6	-1.5	91	9	-32	0	-16
COc1ccc(S(=O)(=O)Cc2ccc(C(=O)N3CCN(C(=O)c4ccco4)CC3)o2)cc1	100	1	-11	3	-2.0	91	4	-1	0	0
O=C(Cn1ncc2c3ccccc3n(Cc3ccccc3)c2c1=O)N1CCN(c2ncccn2)CC1	96	2	3	-12	0.3	87	9	-48	/	1
c1ccc2c(c1)CC(N1CCCCC1)c1ccccc1N2 (stereo not given)	89	4	11	2	-1.8	92	42*	3	4	-11
COc1cccc(NC(=O)C(Sc2nc3ccccc3c(=O)n2CC(C)C)c2ccccc2)c1 (stereo not given)	75	2	7	8	-1.2	73	12	-21	-14	0
CC(C)Cc1nc(N2CCN(C(=O)C(C)C)CC2)c(C#N)c2c1CCC2	66	10	/	-8	-0.1	67	2	-18	-4	-12
Cc1ccc(S(=O)(=O)NNC(=O)c2cc3cc4ccccc4nc3s2)cc1	106	4	-8	6	-0.7	94	15	-46	/	-2
Cc1ccc(-c2nc3sc4c(N)ncnc4c3c3c2CCCC3)cc1	84	1	/	-5	-2.6	83	25*	-19	-1	1
Cc1cc(C)n(C(=O)c2ccc(S(=O)(=O)NCC3CCCO3)cc2)n1 (stereo not given)	91	-1	5	-2	-1.0	93	17	-15	0	-10
O=C(CCCOc1ccc(Cl)cc1Cl)NN1CCOCC1	106	3	/	18	-1.3	97	22	-29	2	0
COc1ccc(C(=O)CC(Nc2ccc([N+](=O)[O-])cc2)c2ccc(OC)cc2)cc1 (stereo not given)	62	2	-47	-2	-1.8	73	11	-18	-1	-1
O=C(OCn1ncc(Br)c(Br)c1=O)c1ccc(F)cc1	0.6*	-1	90*	79*	-2.5	0.8*	0	91*	0	-11
O=C(CSc1nc2c(sc3ccccc32)c(=O)n1Cc1ccccc1)NCC1CCCO1 (stereo not given)	89	-1	-11	-1	-1.8	93	5	-24	1	-3

# Looked up by compound from the entries so far (2):
Molecule	PTEN del growth	NPY Y2 blocker	E-sel TNF inh	GALR2 blocker	MRP-1 activ	bCat KO growth	Measles CPE	Yeast growth inh	Phagocyt inh	Yeast lifespan up
O=C(OCn1ncc(Br)c(Br)c1=O)c1ccc(F)cc1	0.6*	-1	90*	79*	-2.5	0.8*	0	91*	0	-11
O=C(CSc1nc2c(sc3ccccc32)c(=O)n1Cc1ccccc1)NCC1CCCO1 (stereo not given)	89	-1	-11	-1	-1.8	93	5	-24	1	-3

# Going on with the list.
Molecule	PTEN del growth	NPY Y2 blocker	E-sel TNF inh	GALR2 blocker	MRP-1 activ	bCat KO growth	Measles CPE	Yeast growth inh	Phagocyt inh	Yeast lifespan up
CCOC(=O)C1=NN(c2cccc(Cl)c2)C2=NC(C)=C(C(=O)OC)C(c3cccs3)N12 (stereo not given)	99	4	4	4	-1.9	98	14	-17	/	/
CCOC(=O)c1c(-c2cccs2)csc1NC(=O)C(C)(C)C	83	5	9	1	-2.5	79	6	-23	1	-11
C=C1C2(C(=O)Nc3ccc(SC(F)F)cc3)CCC(C2)C1(C)C (stereo not given)	92	13	8	-8	0.5	92	17	-9	-2	-3
CCC(C)c1ccc(OCCn2cc(/C=N/NC(=O)CSc3nnc(C)s3)c3ccccc32)cc1 (stereo not given)	85	0	-17	-6	-1.2	89	22	-73	1	-9
O=S(=O)(Nc1ccccc1)c1ccc(F)cc1	95	3	-4	6	-1.0	86	12	-14	-1	2
CCc1ccc(NC(=O)C(C)Nc2ccc(S(=O)(=O)NC(C)=O)cc2)cc1 (stereo not given)	99	-2	-5	-3	-0.3	104	9	-1	-1	-4
COc1ccc(N(C(=O)/C=C/C(=O)Nc2cc(C)on2)C(C(=O)NC2CCCC2)c2ccccc2C)cc1 (stereo not given)	7	-4	-6	3	-4.7	14	19	-2	-10	-2
O=S(=O)(c1ccc(NC2CCCc3ccccc32)nc1)N1CCOCC1 (stereo not given)	82	6	12	-1	-2.0	83	4	-54	/	2
Cc1noc(C)c1COc1ccc(C(=O)OCC(=O)N2c3ccccc3NC(=O)C2(C)C)cc1	74	0	5	0	-2.6	87	10	-5	/	-3
COc1cccc(CNC(=O)C2CCN(S(=O)(=O)c3ccc4c(c3)CCC(=O)N4)CC2)c1	83	1	4	5	-2.2	90	14	-12	/	-8
COc1ccccc1N=c1oc2c(OC)cccc2cc1C(=O)NCc1ccco1	7	1	/	3	-6.1	12	23	-44	0	-9
CCOC(=O)c1[nH]c(C)c(C(=O)NC)c1C	103	0	/	-1	-1.0	98	21	-12	0	-6
CCCOc1ccc(CSC(CC(=O)O)C(=O)O)cc1 (stereo not given)	99	2	25	5	-2.4	106	9	-45	/	-19
CC1=CC(C)(C)NC(=S)N1c1ccc2ccccc2c1	100	3	5	21	1.8	99	20	-79	-1	14
CCCc1nc(SCC(=O)N2CCC(Cc3ccccc3)CC2)c2c(=O)n(C)c(=O)n(C)c2n1	1.4*	6	/	7	-4.3	8	0	21	-1	-3
c1ccc(-c2noc(COc3ccc4c(c3)OCO4)n2)cc1	96	10	/	2	-2.1	91	7	3	1	-10
CCCN1C2=C(C(=O)CCC2)C(c2ccc(O)c(Br)c2)C2=C1CCCC2=O	100	3	-17	9	-0.9	104	6	-11	/	-10
Clc1ccccc1Nc1nnc(-c2ccncc2)s1	31	2	23	-1	-2.3	28	4	-29	1	-4
COc1ccc(CC(=O)OCc2cc3ccccc3[nH]c2=O)cc1	99	6	-25	-2	-0.6	91	5	-56	1	1
CC1=CC(C)(C)N=C(NC#N)N1	94	1	-11	0	-0.4	109	22	-34	0	-1
COc1cc(OC)cc(C(=O)Nc2nc3ccccc3[nH]2)c1	52	5	-4	13	-4.0	48	14	-25	0	-5
CC(C)(O)P(C)(=O)c1ccccc1 (stereo not given)	93	2	/	11	-0.9	96	5	4	-1	-15
Cc1nn(-c2ccccc2)c(=S)c2ccccc12	93	-1	24	5	0.9	95	11	2	-7	-4
COc1ccc(NC(=O)CSc2nnc(C3CCCCC3)o2)c(OC)c1	106	7	-15	-2	3.0	109	4	-14	/	-18

# Screens deposited in PubChem BioAssay by several laboratories.
